Assay outcomes as filed in PubChem.
PfHsp90 set2 – growth inhibition of PfHsp90-expressing yeast, primary screen, antimalarial PfHsp90 inhibitor project, S. cerevisiae, BacTiter-Glo luminescence, single point, set 2. AID 504621, 2011. BacTiter-Glo ATP, 48 h; yeast lacking PDR1 and PDR3 efflux regulators. inhibition, % at 9.4 µM. 0.32% of 310,000 active;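 active means every replicate shows inhibition above about 80%, whatever the replicate mean, limit read from the data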;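 further: 0% = DMSO neutral controls and 100% = 20 µM radicicol positive controls; yeast relying on Plasmodium falciparum Hsp90 in place of its own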
NSD2 inh – NSD2 histone methyltransferase inhibitors, primary screen, biochemical, AlphaScreen, single concentration, set 2; NSD2 peptide methylation, 120 min; inhibition, % at 12.5 µM; 0.54% of 310,000 active; in the data active means inhibition above about 50%
Target sequence (O96028 whole entry, looked up): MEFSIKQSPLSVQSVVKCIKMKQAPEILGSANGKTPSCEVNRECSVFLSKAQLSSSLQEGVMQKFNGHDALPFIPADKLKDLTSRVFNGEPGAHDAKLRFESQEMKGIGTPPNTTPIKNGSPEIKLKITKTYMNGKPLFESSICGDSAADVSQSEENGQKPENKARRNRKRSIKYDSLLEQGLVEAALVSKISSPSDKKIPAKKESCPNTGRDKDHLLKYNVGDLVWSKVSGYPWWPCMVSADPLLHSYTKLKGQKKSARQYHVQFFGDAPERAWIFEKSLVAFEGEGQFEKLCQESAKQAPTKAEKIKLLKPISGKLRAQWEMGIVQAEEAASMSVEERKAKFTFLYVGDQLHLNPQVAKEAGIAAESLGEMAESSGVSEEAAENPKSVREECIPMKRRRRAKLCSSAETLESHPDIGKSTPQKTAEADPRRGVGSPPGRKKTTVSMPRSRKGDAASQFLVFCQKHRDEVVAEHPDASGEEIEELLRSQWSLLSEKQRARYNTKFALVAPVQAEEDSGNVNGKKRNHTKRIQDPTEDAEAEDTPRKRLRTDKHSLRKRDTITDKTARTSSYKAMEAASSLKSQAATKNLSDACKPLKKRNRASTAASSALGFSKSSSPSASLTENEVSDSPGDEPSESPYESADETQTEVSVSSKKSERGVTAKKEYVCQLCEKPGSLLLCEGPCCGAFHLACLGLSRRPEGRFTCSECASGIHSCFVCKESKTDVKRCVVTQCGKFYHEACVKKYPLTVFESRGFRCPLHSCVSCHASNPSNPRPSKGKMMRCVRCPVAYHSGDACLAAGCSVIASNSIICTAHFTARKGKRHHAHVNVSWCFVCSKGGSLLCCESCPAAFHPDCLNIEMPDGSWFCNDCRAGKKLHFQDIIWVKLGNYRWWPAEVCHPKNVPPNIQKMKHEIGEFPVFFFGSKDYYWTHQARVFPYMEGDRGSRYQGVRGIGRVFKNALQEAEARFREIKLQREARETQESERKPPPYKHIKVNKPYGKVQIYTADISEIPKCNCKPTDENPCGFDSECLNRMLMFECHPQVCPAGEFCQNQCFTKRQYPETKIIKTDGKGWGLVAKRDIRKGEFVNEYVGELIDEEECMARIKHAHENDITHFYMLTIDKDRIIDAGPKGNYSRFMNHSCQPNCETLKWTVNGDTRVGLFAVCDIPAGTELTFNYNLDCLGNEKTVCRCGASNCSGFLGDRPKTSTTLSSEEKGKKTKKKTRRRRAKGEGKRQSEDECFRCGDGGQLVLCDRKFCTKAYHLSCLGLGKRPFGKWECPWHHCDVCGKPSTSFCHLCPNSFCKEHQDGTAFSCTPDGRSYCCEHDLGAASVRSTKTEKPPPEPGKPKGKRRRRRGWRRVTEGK
SR-BI DiI-HDL act – activators of SR-BI mediated DiI-HDL uptake, primary screen, ldlA[mSR-BI] CHO cells, DiI fluorescence; 3 h; 100 = double the neutral-control signal; activation, % at 12.5 µM; 0.096% of 320,000 active;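 active means mean replicate activation of at least 60% and every replicate at or above 60%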;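 further: 0% = median plate neutral-control signal and 100% = twice that signal; values of inactives mirror those of a sister screen read the other way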
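Test system: SR-BI-overexpressing, LDLR-lacking CHO cells; Medium: Ham's F12 with 0.5% BSA, HEPES 25 mM, pH 7.4; Schedule: 3 h, 37 °C; Technique: bottom-read fluorescence, 550/595 nm.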
CAL PDZ FP-1 – untagged CAL PDZ binding inhibitors, primary screen, biochemical, fluorescence polarization, HTS; purified CAL PDZ, TMR-peptide fluorescence polarization, 1 h; AID 602252, 2012; 0.92% of 300,000 active; inhibition, % at 24.9 µM; Golgi-associated PDZ and coiled-coil motif-containing protein (Homo sapiens), Q9HD26;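 active means mean inhibition of at least 30% with at least half of replicates also reaching 30%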;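 further: 0% = DMSO neutral control and 100% = excess unlabeled competitor peptide PRC23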
PvdQ acylase – P. aeruginosa PvdQ acylase inhibitors, primary screen, biochemical, fluorescence, plate reader and imaging, single point; purified PvdQ acylase; inhibition, % at 10 µM; AID 488965, 2010; 0.063% of 340,000 active; in the data active means inhibition above about 30%, passing the limit was not always enough;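 further: 0% = vehicle neutral wells and 100% = reference inhibitor wells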
SR-BI DiI inh – inhibitors of SR-BI mediated HDL lipid uptake, primary screen, ldlA[mSR-BI] cells, fluorescence, single point; Scavenger receptor class B member 1 (Mus musculus), Q61009; ldlA[mSR-BI] CHO cells, DiI-HDL uptake fluorescence, 3 h; inhibition, % at 12.5 µM; 0.96% of 320,000 active; AID 488896, 2010;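 active means mean replicate inhibition of at least 70% and a set share of replicates each scoring 70 or more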;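 further: 0% = median of neutral control wells and 100% = median of positive control wells; values of inactives mirror those of a sister screen read the other way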
CAL PDZ FP-2 – CAL PDZ peptide-binding inhibitors, primary screen, biochemical, fluorescence polarization, Cer-tagged CAL PDZ, HTS. inhibition, % at 20 µM. AID 504414, 2011. Golgi-associated PDZ and coiled-coil motif-containing protein (Homo sapiens), Q9HD26. 0.02% of 330,000 active. purified CAL PDZ, TMR-peptide fluorescence polarization, 1 h;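 active means highest replicate inhibition of at least 40%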;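 further: plate controls were DMSO neutral control wells for no effect and unlabeled competitor peptide control wells for full effect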
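Control set: unlabelled peptide and DMSO controls / Material: purified CerCALP PDZ construct / Timing: 1 h incubation at room temperature before polarization reading / Doses: 20 µM, one dose / Detection: fluorescence polarization (mP)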
dFosB activator – activators of delta FosB homodimer, primary screen, biochemical, fluorescence polarization, TAMRA-CDK5 oligo, single point. Protein FosB (Mus musculus), P13346. purified delta FosB; percent of positive-control signal above neutral wells. activation, % at 25 µM. 0.99% of 340,000 active. AID 493131, 2011;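 active means mean activation above about 17%, with every replicate also reaching it, limit read from the data, passing the limit was not always enough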;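 further: fluorescence polarization rise as delta FosB binds a TAMRA Cdk5 AP-1 oligo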
Rtt109 Vps75 – inhibitors of C. albicans Rtt109/Vps75 HAT, primary screen, biochemical, ThioGlo CoA-SH fluorescence, plate reader | Histone acetyltransferase RTT109 (Candida albicans (strain SC5314 / ATCC MYA-2876)), … | purified Rtt109/Vps75, 4 h | inhibition, % at 34.9 µM | 0.16% of 330,000 active | AID 540336, 2011;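 active means inhibition of at least 50% in every replicate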
MITF act – activators of MITF-driven TRPM1 promoter reporter, primary screen, cell-based, SK-MEL-5, luciferase, single point; SK-MEL-5 TRPM1-promoter luciferase, 24 h; % of positive control, neutral wells = 0; activation, % at 12.5 µM; 0.75% of 300,000 active;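 active means mean activation of at least 80% with every replicate also reaching 80%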;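 further: 0% = neutral control wells and 100% = parthenolide positive control wells; values of inactives mirror those of a sister screen read the other way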
Numbers without * were called inactive.

COc1ccc(-c2cn(-c3ccc(Br)cc3)c3[n+]2CCS3)cc1 was read as PfHsp90 set2 1, NSD2 inh 1, SR-BI DiI-HDL act 20, CAL PDZ FP-1 -14, PvdQ acylase -3, SR-BI DiI inh -20, CAL PDZ FP-2 -0.7, dFosB activator -4, Rtt109 Vps75 -3 and MITF act -38.
Screening COc1ccc(OCC(O)CNC(=O)c2c(-c3ccccc3)noc2C)cc1 (configuration not stated) returned PfHsp90 set2 4, NSD2 inh -2, SR-BI DiI-HDL act 6, CAL PDZ FP-1 -6, PvdQ acylase -4, SR-BI DiI inh -6, CAL PDZ FP-2 -1.1, dFosB activator 0, Rtt109 Vps75 1 and MITF act -6.
COc1cccc(CN(c2ccccc2C(=O)O)S(=O)(=O)c2ccc(C)cc2)c1 was read as PfHsp90 set2 -41, NSD2 inh -1, SR-BI DiI-HDL act 5, CAL PDZ FP-1 -5, PvdQ acylase -18, SR-BI DiI inh -5, CAL PDZ FP-2 -1.0, dFosB activator 0, Rtt109 Vps75 0 and MITF act 6.
For CCOC(=O)c1n[nH]c(=O)c2ccccc12 the results were PfHsp90 set2 -20, NSD2 inh -2, SR-BI DiI-HDL act 10, CAL PDZ FP-1 4, PvdQ acylase -3, SR-BI DiI inh -10, CAL PDZ FP-2 -0.2, dFosB activator 1, Rtt109 Vps75 -8 and MITF act -3.
For OC1(c2cccc(C(F)(F)F)c2)CCN(c2ccc(-c3ccccc3)nn2)CC1 the results were PfHsp90 set2 27, NSD2 inh 0, SR-BI DiI-HDL act -21, CAL PDZ FP-1 -3, PvdQ acylase -7, SR-BI DiI inh 21, CAL PDZ FP-2 -0.8, dFosB activator 2, Rtt109 Vps75 -8 and MITF act 67.
For Cc1c(NC(=O)C(C)OC(=O)c2ccc(NC(=O)CC#N)cc2)c(=O)n(-c2ccccc2)n1C (configuration not stated) the results were PfHsp90 set2 -2, NSD2 inh 1, SR-BI DiI-HDL act 16, PvdQ acylase -9, SR-BI DiI inh -16, CAL PDZ FP-2 -0.9, dFosB activator -9, Rtt109 Vps75 1 and MITF act -6.
Screening CN(Cc1ccccc1)S(=O)(=O)c1csc(C(N)=O)c1 returned PfHsp90 set2 26, NSD2 inh 0, SR-BI DiI-HDL act 18, CAL PDZ FP-1 -2, PvdQ acylase -20, SR-BI DiI inh -18, CAL PDZ FP-2 -0.7, dFosB activator 2, Rtt109 Vps75 -10 and MITF act 4.
`Cc1nnc(NC(=O)c2ccccc2F)s1` gave PfHsp90 set2 15, NSD2 inh -4, SR-BI DiI-HDL act 3, CAL PDZ FP-1 0, PvdQ acylase -4, SR-BI DiI inh -3, CAL PDZ FP-2 -0.4, dFosB activator 1, Rtt109 Vps75 3 and MITF act 31.
`Cc1[nH]c2ccccc2c1C(=O)CN1CCN(c2ccc(Cl)cc2)CC1` gave PfHsp90 set2 -30, NSD2 inh -1, SR-BI DiI-HDL act -41, CAL PDZ FP-1 -6, PvdQ acylase -10, SR-BI DiI inh 41, CAL PDZ FP-2 -1.0, dFosB activator 1, Rtt109 Vps75 0 and MITF act 24.
`COc1ccc(C(CNC(=O)CCNS(=O)(=O)c2ccc(Br)cc2)N2CCCC2)cc1` (configuration not stated) gave NSD2 inh 1, SR-BI DiI-HDL act 21, CAL PDZ FP-1 -2, PvdQ acylase -2, SR-BI DiI inh -21, CAL PDZ FP-2 -2.3, dFosB activator -10, Rtt109 Vps75 -10 and MITF act 51.
COc1ccc(Cl)cc1S(=O)(=O)NC1CC(C)(C)NC(C)(C)C1 was read as PfHsp90 set2 14, NSD2 inh 4, SR-BI DiI-HDL act 1, CAL PDZ FP-1 1, PvdQ acylase -29, SR-BI DiI inh -1, dFosB activator -3, Rtt109 Vps75 4 and MITF act 2.
Screening COCC(C)NC(=O)CSc1nc2ccccc2c(=O)n1CCc1ccc(S(N)(=O)=O)cc1 (configuration not stated) returned PfHsp90 set2 -5, NSD2 inh 2, SR-BI DiI-HDL act -30, CAL PDZ FP-1 -10, PvdQ acylase 3, SR-BI DiI inh 30, CAL PDZ FP-2 -5.6, dFosB activator -6, Rtt109 Vps75 -9 and MITF act -4.

Next part, overlapping the part above by 4 compounds.
`Cc1[nH]c2ccccc2c1C(=O)CN1CCN(c2ccc(Cl)cc2)CC1` gave PfHsp90 set2 -30, NSD2 inh -1, SR-BI DiI-HDL act -41, CAL PDZ FP-1 -6, PvdQ acylase -10, SR-BI DiI inh 41, CAL PDZ FP-2 -1.0, dFosB activator 1, Rtt109 Vps75 0 and MITF act 24.
`COc1ccc(C(CNC(=O)CCNS(=O)(=O)c2ccc(Br)cc2)N2CCCC2)cc1` (configuration not stated) gave NSD2 inh 1, SR-BI DiI-HDL act 21, CAL PDZ FP-1 -2, PvdQ acylase -2, SR-BI DiI inh -21, CAL PDZ FP-2 -2.3, dFosB activator -10, Rtt109 Vps75 -10 and MITF act 51.
COc1ccc(Cl)cc1S(=O)(=O)NC1CC(C)(C)NC(C)(C)C1 was read as PfHsp90 set2 14, NSD2 inh 4, SR-BI DiI-HDL act 1, CAL PDZ FP-1 1, PvdQ acylase -29, SR-BI DiI inh -1, dFosB activator -3, Rtt109 Vps75 4 and MITF act 2.
Screening COCC(C)NC(=O)CSc1nc2ccccc2c(=O)n1CCc1ccc(S(N)(=O)=O)cc1 (configuration not stated) returned PfHsp90 set2 -5, NSD2 inh 2, SR-BI DiI-HDL act -30, CAL PDZ FP-1 -10, PvdQ acylase 3, SR-BI DiI inh 30, CAL PDZ FP-2 -5.6, dFosB activator -6, Rtt109 Vps75 -9 and MITF act -4.
`CCOc1ccc(NC(=S)NCc2ccc3[nH]c(C)cc3c2)cc1` gave PfHsp90 set2 -2, NSD2 inh 1, SR-BI DiI-HDL act -31, CAL PDZ FP-1 -1, PvdQ acylase -9, SR-BI DiI inh 31, CAL PDZ FP-2 0.6, dFosB activator -11 and MITF act -3.
Screening CCCCCn1nc(C(=O)N(CCOC)c2c(N)n(CCCC)c(=O)[nH]c2=O)c2ccccc2c1=O returned PfHsp90 set2 -8, NSD2 inh 0, SR-BI DiI-HDL act 9, CAL PDZ FP-1 5, PvdQ acylase -12, SR-BI DiI inh -9, CAL PDZ FP-2 -0.7, dFosB activator -8, Rtt109 Vps75 2 and MITF act 17.
CCOc1ccc(CN(C)CC(=O)Nc2ccc3c(c2)CCC3)cc1OC was read as PfHsp90 set2 -3, NSD2 inh 4, SR-BI DiI-HDL act -7, PvdQ acylase -8, SR-BI DiI inh 7, CAL PDZ FP-2 -1.7, dFosB activator -2, Rtt109 Vps75 11 and MITF act -5.
Nc1cc2c(cc1C(=O)c1ccccc1F)OCCO2 was read as SR-BI DiI-HDL act 2, CAL PDZ FP-1 3, PvdQ acylase -10, SR-BI DiI inh -2, CAL PDZ FP-2 -4.2, dFosB activator -4, Rtt109 Vps75 1 and MITF act 2.
`CC(=O)Nc1nnc(CCS(=O)(=O)c2ccc(C)c(C)c2)s1` gave PfHsp90 set2 -8, NSD2 inh -1, SR-BI DiI-HDL act 12, CAL PDZ FP-1 -3, PvdQ acylase 4, SR-BI DiI inh -12, CAL PDZ FP-2 -2.1, dFosB activator -4, Rtt109 Vps75 59* and MITF act -3.
O=C(CSc1nc2ccccc2[nH]1)Nc1ccccc1F was read as SR-BI DiI-HDL act -13, CAL PDZ FP-1 -1, PvdQ acylase 6, SR-BI DiI inh 13, CAL PDZ FP-2 -3.5, dFosB activator -4 and MITF act 15.
`O=C(Nc1ccc2c(c1)OCO2)C1CCCN(S(=O)(=O)Cc2ccccc2)C1` (configuration not stated) gave PfHsp90 set2 -6, NSD2 inh 0, SR-BI DiI-HDL act -10, CAL PDZ FP-1 -4, PvdQ acylase 16, SR-BI DiI inh 10, CAL PDZ FP-2 -0.5, dFosB activator 6, Rtt109 Vps75 8 and MITF act 0.
CC(CN1CCCC1)OC(=O)C(c1ccccc1)c1ccccc1 (configuration not stated) was read as PfHsp90 set2 -37, NSD2 inh 2, SR-BI DiI-HDL act 12, CAL PDZ FP-1 -2, PvdQ acylase -9, SR-BI DiI inh -12, dFosB activator -2, Rtt109 Vps75 -22 and MITF act 2.
CC(NC(=O)NC(=O)c1cccc([N+](=O)[O-])c1)C1CC1 (configuration not stated) was read as PfHsp90 set2 14, NSD2 inh 3, SR-BI DiI-HDL act -6, CAL PDZ FP-1 4, PvdQ acylase -12, SR-BI DiI inh 6, CAL PDZ FP-2 -0.7, dFosB activator -9, Rtt109 Vps75 -7 and MITF act 7.
`O=c1cc(CSc2nnc(Nc3ccccc3)s2)nc2sccn12` gave PfHsp90 set2 -1, NSD2 inh 3, SR-BI DiI-HDL act -11, CAL PDZ FP-1 3, PvdQ acylase -11, SR-BI DiI inh 11, CAL PDZ FP-2 -0.4, dFosB activator -4, Rtt109 Vps75 -3 and MITF act 10.
O=c1[nH]c(-c2ccccc2)ncc1OCc1ccccc1 was read as PfHsp90 set2 -38, NSD2 inh -3, SR-BI DiI-HDL act 9, CAL PDZ FP-1 1, PvdQ acylase -15, SR-BI DiI inh -9, CAL PDZ FP-2 0.0, dFosB activator 0, Rtt109 Vps75 -5 and MITF act 1.
Screening CCOc1ccc(NS(=O)(=O)c2ccc(NC(=O)c3cccnc3)c(OC)c2)cc1 returned NSD2 inh -1, CAL PDZ FP-1 1, PvdQ acylase -7, CAL PDZ FP-2 -0.7, dFosB activator -14, Rtt109 Vps75 9 and MITF act 0.

An unsorted share of the library; about 4.3% have a hit in one of these screens.
